# From PubChem BioAssay
# NadD block – NadD (S. aureus) enzyme inhibition; purified NadD enzyme, colorimetric absorbance read-out; inhibition, % at 20 µM; 0.78% of 360,000 active; in the data active means inhibition above about 26%; further: some compounds past the cut are filed as inactive
# Neddylation inh – blocks human cullin neddylation; P61081+Q13564; TR-FRET cullin neddylation, biochemical; calls only at 25 µM; 0.58% of 360,000 active; in the data active means inhibition above about 36%
# Rpn11 block – inhibitors of human proteasome Rpn11 | O00487 | 0.59% of 360,000 active | AID 588493 | human 26S proteasome, Ub4-pepOG fluorescence polarization; 20S core pre-blocked with epoxomicin | calls only at 20 µM;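 active means inhibition at 20 µM, scaled to each plate's controls, above about 33%, limit read from the data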
# CSN deneddyl inh – blocks human CSN-mediated cullin deneddylation. Purified CSN, SCF-Nedd8-OG deneddylation, fluorescence polarization. inhibition, % at 12.5 µM. AID 651999. 0.38% of 360,000 active;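 active means pattern-corrected inhibition above about 35%, with an unprinted fluorescence ratio check between 0.5 and 1.5, limit read from the data, passing the limit was not always enough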;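 further: 0% = enzyme with substrate and 100% = substrate without enzyme; some results filed as inactive read as strong as hits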
#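 Test system: purified human Csn5 enzyme expressed in HEK293T cells. Amount: 0.24 nM enzyme. Reagent: SCFSkp2-Nedd8OG substrate at 10 nM final. Schedule: 90 min incubation of compound, enzyme and substrate at room temperature. Detection: fluorescence polarization. Read-out: % inhibition of substrate cleavage by Csn5.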
# Rin1-Abl PPI inh – inhibitors of human Rin1-Abl protein interaction; TR-FRET Rin1/Abl binding, biochemical; 0.4% of 360,000 active; inhibition, % at 7.35 µM; P00519+Q13671; in the data active means inhibition above about 5%, passing the limit was not always enough
# Target sequence (P00519 whole entry, looked up): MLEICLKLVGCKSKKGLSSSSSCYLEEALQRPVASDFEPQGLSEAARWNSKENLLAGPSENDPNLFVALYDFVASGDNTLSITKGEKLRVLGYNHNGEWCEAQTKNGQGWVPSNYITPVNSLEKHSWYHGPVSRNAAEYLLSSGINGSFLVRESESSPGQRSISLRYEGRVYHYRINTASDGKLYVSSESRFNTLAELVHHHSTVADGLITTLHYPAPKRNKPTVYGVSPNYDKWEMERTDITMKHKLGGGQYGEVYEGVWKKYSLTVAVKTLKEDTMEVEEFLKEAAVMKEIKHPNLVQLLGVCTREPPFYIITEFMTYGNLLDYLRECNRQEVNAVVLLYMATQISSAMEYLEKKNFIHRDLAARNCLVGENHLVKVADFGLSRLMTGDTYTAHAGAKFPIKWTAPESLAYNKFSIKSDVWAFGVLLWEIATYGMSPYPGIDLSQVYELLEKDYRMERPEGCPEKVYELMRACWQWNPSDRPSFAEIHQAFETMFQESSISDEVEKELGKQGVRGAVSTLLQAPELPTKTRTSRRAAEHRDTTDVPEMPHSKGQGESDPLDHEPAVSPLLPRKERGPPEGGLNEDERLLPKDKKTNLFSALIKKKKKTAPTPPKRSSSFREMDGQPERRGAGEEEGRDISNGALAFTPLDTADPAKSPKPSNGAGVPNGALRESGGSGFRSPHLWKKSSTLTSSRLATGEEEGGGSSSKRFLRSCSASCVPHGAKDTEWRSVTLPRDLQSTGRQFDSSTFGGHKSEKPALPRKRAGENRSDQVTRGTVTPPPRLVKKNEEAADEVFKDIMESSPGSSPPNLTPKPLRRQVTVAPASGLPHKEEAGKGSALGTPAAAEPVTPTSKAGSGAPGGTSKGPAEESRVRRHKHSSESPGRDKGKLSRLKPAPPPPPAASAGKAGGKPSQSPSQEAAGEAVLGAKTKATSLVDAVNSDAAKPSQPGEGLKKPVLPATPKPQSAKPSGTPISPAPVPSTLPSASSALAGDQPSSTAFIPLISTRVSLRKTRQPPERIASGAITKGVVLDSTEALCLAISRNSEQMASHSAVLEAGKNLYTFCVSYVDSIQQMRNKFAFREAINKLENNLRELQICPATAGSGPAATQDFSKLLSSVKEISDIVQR
# Target sequence (Q13671 whole entry, looked up): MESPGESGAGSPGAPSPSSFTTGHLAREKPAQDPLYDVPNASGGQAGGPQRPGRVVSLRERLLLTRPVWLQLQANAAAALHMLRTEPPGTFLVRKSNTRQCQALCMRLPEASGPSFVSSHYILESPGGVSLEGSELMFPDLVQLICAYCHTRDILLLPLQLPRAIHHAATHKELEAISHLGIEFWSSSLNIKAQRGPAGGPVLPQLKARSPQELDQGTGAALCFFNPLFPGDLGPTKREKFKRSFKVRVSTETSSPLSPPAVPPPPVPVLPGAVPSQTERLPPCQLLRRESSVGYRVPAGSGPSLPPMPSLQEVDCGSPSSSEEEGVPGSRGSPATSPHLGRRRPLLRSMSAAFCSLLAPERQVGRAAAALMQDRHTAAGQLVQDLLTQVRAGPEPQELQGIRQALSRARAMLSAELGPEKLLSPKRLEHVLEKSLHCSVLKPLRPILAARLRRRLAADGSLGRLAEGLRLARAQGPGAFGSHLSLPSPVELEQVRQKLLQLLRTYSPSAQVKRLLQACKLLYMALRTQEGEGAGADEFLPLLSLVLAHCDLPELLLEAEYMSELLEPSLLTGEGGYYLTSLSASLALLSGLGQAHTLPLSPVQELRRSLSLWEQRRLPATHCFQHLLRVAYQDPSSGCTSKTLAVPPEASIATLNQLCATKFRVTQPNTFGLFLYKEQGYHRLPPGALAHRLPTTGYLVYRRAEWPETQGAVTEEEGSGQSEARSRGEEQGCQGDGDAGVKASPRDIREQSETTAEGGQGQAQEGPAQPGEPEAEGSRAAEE
# LMPTP inh – blocks human LMPTP phosphatase; P24666; recombinant LMPTP-A, OMFP fluorogenic substrate, fluorescence intensity; inhibition, % at 20 µM; 0.22% of 360,000 active;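 active means compounds that cut the enzyme signal by at least half of the control window in the single-dose screen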;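 further: plate controls were DMSO wells with enzyme plus substrate for no effect and substrate without enzyme for full effect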
#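 Test system: LMPTP-A phosphatase enzyme. Amount: LMPTP-A at 0.625 nM final in the reaction. Reagent: OMFP substrate, 400 µM final. Times: 50 min at room temperature. Signal: endpoint fluorescence intensity from OMFP dephosphorylation. Read-out basis: % inhibition. Benchmarks: no-enzyme and uninhibited controls.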
# SUMO1-SIM PPI – SUMO1-SIM interaction modulation. inhibition, % at 20 µM. 0.33% of 360,000 active. SUMO1 binding to a labelled peptide, TR-FRET, 1 h. P63165; in the data active means inhibition above about 37%
# Scp-1 inhibitor – inhibitors of human Scp-1 phosphatase. Q9GZU7. Recombinant Scp1, phosphopeptide, malachite green phosphate absorbance. inhibition, % at 20 µM. 0.88% of 340,000 active. AID 493091;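 active means inhibition above about 50% at 20 µM, limit read from the data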;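 further: plate controls were DMSO wells with enzyme for no effect and wells lacking enzyme for full effect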
#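 Incubation: 45 min enzyme reaction at room temperature / System: truncated SCP-1 phosphatase (76-261aa) / Reagent: Phospho 17-mer peptide substrate / Buffer or medium: Acidic Tris acetate buffer with magnesium and detergent / Signal: absorbance at 630 nm / Doses: one concentration, 20 µM, with 1.0% DMSO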
# STEP block – inhibitors of human striatal-enriched phosphatase STEP. recombinant STEP, OMFP fluorogenic substrate, fluorescence. inhibition, % at 20 µM. 0.25% of 360,000 active. AID 588621;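 active means inhibition at 20 µM, scaled per plate between control wells, above about 37%, limit read from the data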;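 further: 0% = DMSO with enzyme and substrate and 100% = substrate only without enzyme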
#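 Also added – OMFP at 25 µM · Test system – STEP tyrosine phosphatase · Technique – FITC-channel fluorescence of OMFP product · Schedule – 20 min at room temperature, dark · Evaluation – control-normalized % inhibition with plate pattern correction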
# DNMT1 inh – blocks human DNA methyltransferase DNMT1. DNMT1 molecular beacon, Hinp1I cleavage, fluorescence. inhibition (reported as % activation of signal), % at 10 µM. 0.83% of 360,000 active; in the data active means inhibition above about 50%
# Numbers without * were called inactive; i = inactive; x = no result given; & = joins results of further samples. No enrichment for hits; any-hit rate near 3.8%.
SMILES,NadD block,Neddylation inh,Rpn11 block,CSN deneddyl inh,Rin1-Abl PPI inh,LMPTP inh,SUMO1-SIM PPI,Scp-1 inhibitor,STEP block,DNMT1 inh
COc1ccccc1N1C(=O)C2C(C(=O)c3ccccc3)=NN(c3ccccc3)C2C1=O (stereo not drawn),17.5,i,i,3.9,-0.8,0.0,-42.7,-21.4,0.8,-2.3
CCOC(=O)Nc1n[nH]c(NC(=O)OCC)c1[N+](=O)[O-],-3.4,i,i,2.1,3.0,0.4,-6.5,-0.3,-3.7,7.8
Cc1[nH]c2ccccc2c1C(=O)COC(=O)c1c(-c2c(F)cccc2Cl)noc1C,-1.0,i,i,2.3,-0.4,4.3,-0.3,-11.2,-7.3,-20.9
O=C1NC[C@H](Cc2ccccc2)N(C[C@H]2CCCN2C[C@H](Cc2ccccc2)N2C[C@H](Cc3ccc(O)cc3)N(CCc3ccccc3)C(=O)C2=O)C1=O,25.4,i,i,6.8,-4.1,1.0,5.5,12.6,1.1,-3.8
COc1cccc(-n2nc(-c3ccnn3-c3ccc(C)cc3)c(=O)n(C)c2=O)c1,-6.7,i,i,-2.0,0.6,0.2,-10.9,-15.0,-0.9,-2.6
CCC(C(=O)NCc1ccco1)N(C(=O)CNS(=O)(=O)c1ccccc1)c1ccc(F)cc1 (stereo not drawn),-4.0,i,i,2.9,4.2,-2.4,-2.4,-7.1,-2.3,4.8
CCCOc1ccc(/C(O)=C2/C(=O)C(=O)N(CCN(C)C)C2c2ccncc2)cc1 (stereo not drawn),3.4,i,i,-1.7,3.6,-2.4,-9.1,3.3,-0.9,0.7
CC(=O)N(c1cc(C)ccc1C)c1ccccc1[N+](=O)[O-],1.9,i,i,0.1,2.1,-0.5,-6.8,3.3,3.9,9.4
COc1ccc(OCCC(=O)Nc2cc(C)on2)cc1,3.1,i,i,1.5,1.0,0.1,-2.8,-7.2,-0.8,0.1
Cc1ccc(CCNS(=O)(=O)c2c(C)nc3sccn3c2=O)cc1,-0.1,i,i,-1.0,-2.3,-0.2,-4.6,1.5,3.6,0.1
CCOC(=O)C1=C(CC)Nc2ccccc2N/C1=N\S(=O)(=O)c1ccc2ccccc2c1,-5.2,i,i,-8.6,-2.5,1.3,-5.9,-9.6,0.2,1.9
Cc1ccc(-c2nonc2NC(=O)c2ccco2)cc1,0.7,i,i,4.6,-1.3,0.7,0.5,-4.5,0.2,4.9
CC(C)C(NC(=O)c1ccc(F)cc1)C(=O)N1CCOCC1 (stereo not drawn),-3.3,i,i,-0.5,0.2,0.1,4.0,-3.9,-1.8,3.0
Cc1ccc(S(=O)(=O)NCC(=O)NCc2cc(=O)n(C)c(=O)n2C)cc1,1.5,i,i,0.1,2.1,0.1,0.8,-3.1,0.3,-2.0
CCCNC(=O)C1(C)CCN(C(=O)c2ccc(F)cc2Cl)C1 (stereo not drawn),1.1,i,i,-2.9,3.3,-0.7,-0.2,x,-2.8,3.6
CCc1cc(C(=O)NNC(=O)c2csc(N3CCOCC3)n2)sc1C,3.3,i,i,-1.3,-0.1,-1.1,2.0,-4.9,3.5,1.9
Cc1cccc(NC(=O)CSc2nnc(CNC(=O)c3ccc(S(=O)(=O)N(C)C)cc3)n2-c2cccc(C)c2)c1,9.5,i,i,4.3,1.8,-1.4,0.6,-4.4,-1.3,-3.8
COc1ccc(CCC(=O)N2CCCc3ccccc32)cc1,4.6,i,i,1.1,1.0,0.3,-0.6,-10.3,0.7,-0.7
COc1ccc(CCC(=O)NCCc2nc3ccccc3[nH]2)cc1,-4.0,i,i,-7.2,6.0*,-2.1,5.5,-2.1,-2.2,6.4
CC(C)N(Cc1nc(-c2ccccc2)no1)C(=O)CSc1ccccc1,-5.8,i,i,5.3,1.6,1.2,0.0,2.8,-0.9,-0.6
Cc1cc(C)n(-c2c(F)c(F)c(CO)c(F)c2F)n1,-2.0,i,i,-0.7,0.7,-1.0,-2.2,-7.2,-1.5,3.7
CC(C)N(Cc1nc(-c2ccc3c(c2)OCO3)no1)Cc1nccn1C,0.8,i,i,-0.7,4.3,-1.7,-1.1,-3.9,0.8,-4.7
CCOc1c(O)ccc(C2NC(=O)N(C)C(C)=C2C(=O)OC)c1[N+](=O)[O-] (stereo not drawn),-0.7,i,i,2.0,3.0,3.9,0.9,-5.7,-0.1,-3.2
COc1ccccc1OCC(=O)NCC1CCCN(C(=O)c2cccc(C)c2)C1 (stereo not drawn),3.0,i,i,1.8,-3.9,-0.8,-0.7,x,-1.5,0.8
CC12CCC(C/C1=N/NC(=O)COc1ccccc1Cl)C2(C)C (stereo not drawn),-1.4,i,i,3.0,0.9,1.0,-4.7,-0.7,-2.3,0.4

# Later entries.
SMILES,NadD block,Neddylation inh,Rpn11 block,CSN deneddyl inh,Rin1-Abl PPI inh,LMPTP inh,SUMO1-SIM PPI,Scp-1 inhibitor,STEP block,DNMT1 inh
COc1ccc2nc(NC(=O)CCNC(=O)c3ccccc3Cl)sc2c1,-5.5,i,i,0.2,-0.1,1.7,2.2,-6.5,-0.7,0.8
CCN(CC)C(=O)COc1ccc2c3c(c(=O)oc2c1)CCCC3,-3.8,x,i,1.6,1.1,-1.4,-0.5,-2.4,2.3,-1.4
COc1ccc(N(CC(=O)NCCc2ccc(C)cc2)S(=O)(=O)c2c(C)noc2C)cc1,-1.5,i,i,4.2,0.8,0.4,4.2,-7.9,3.0,0.4
COc1cccc(CNS(=O)(=O)c2cc(Br)cc3c2N(C(C)=O)C(C)C3)c1 (stereo not drawn),5.4,i,i,-0.9,-0.2,-1.7,-0.2,-4.0,1.7,-1.6
COc1cc(/C=C/C(=O)Nc2ccc(C)cc2)cc(OC)c1OC,-5.9,i,i,-9.8,1.3,0.1,-7.1,-1.8,3.1,-2.9
C#CCOCCOCCOCCNc1nc(N2CCN(C(=O)C([C@@H](C)O)n3cc([C@@H](N)CCCCN)nn3)CC2)nc(N2CCN(C(=O)[C@H](CCCN=C(N)N)n3cc(C(N)[C@@H](C)CC)nn3)CC2)n1 (stereo partly drawn),-1.9,i,i,16.2,-3.4,-8.0,-126.3,-8.2,-2.3,-93.6
COc1ccccc1NCCC(=O)OCC(=O)NC1CC1,-1.0,i,i,-0.8,5.9,-0.6,1.5,-1.8,1.5,-3.0
Nc1c2c(nc3ccccc13)CCCC2,-2.4&-2.4,i,i,-2.7&-0.3,-3.2&-1.3,6.1&7.7,4.2&2.6,-6.3&-11.7,1.3&-2.1,6.8&3.1
C[C@@H]1NC(=O)c2cc([N+](=O)[O-])cc(I)c2NCC[C@@H](C(N)=O)NC(=O)[C@H](CC(N)=O)NC1=O,-4.4,i,i,-0.9,-1.1,-2.1,-21.3,6.4,-2.1,8.4
CCc1ccc(/C=N/NC(=O)c2nnn(-c3nonc3N)c2CN2CCOCC2)cc1,1.0,i,i,-0.8,1.7,-0.4,-12.2,-13.6,1.5,-0.9
c1ccc2c(-c3c[nH]c4ccccc34)c3ccccc3nc2c1,7.1,i,i,2.9,-5.0,9.7,-5.0,-1.8,-0.2,-19.7
CC(C)NC(=O)CN1CCN(Cc2nc(-c3cccs3)no2)CC1,-7.2,i,i,0.7,3.2,-2.5,-1.1,-9.1,0.6,-2.9
CC(C)NC(=O)COc1ccc(S(=O)(=O)N2CCCC2)cc1,-3.9,i,i,-1.4,1.6,-0.9,-4.6,3.0,-2.4,5.5
Cc1ccc(S(=O)(=O)[N-]c2nc3ccccc3nc2-[n+]2cc(C)cc(C)c2)cc1,2.9,i,i,-9.9,-0.8,-0.2,-15.4,0.9,-0.6,-1.7
Cc1ccc2c(c1)c1c(n2CC(O)CN2CCC(C)CC2)CCCC1 (stereo not drawn),-6.4,i,i,-0.4,-3.5,-0.9,-4.0,0.2,-1.1,-0.5
CCc1cc(-c2n[nH]c(C)c2-c2nc3ccccc3n2C)c(O)c(CN2CCN(C)CC2)c1O,5.4,i,i,-2.9,1.3,1.5,0.2,-4.0,5.2,-6.4
O=S1(=O)C[C@H](N2CC[C@@H](O)C2)[C@@H](COCc2ccccc2)N1,-7.8,i,i,-3.9,3.8,0.6,2.5,x,2.1,0.1
COc1ccc(C(=O)NCCNC(=O)c2ccc(C)nc2)cc1,-6.2,i,i,2.6,1.0,-1.7,-8.2,3.7,1.2,1.7

# Among those listed so far, 9 contain a halogen:
SMILES,NadD block,Neddylation inh,Rpn11 block,CSN deneddyl inh,Rin1-Abl PPI inh,LMPTP inh,SUMO1-SIM PPI,Scp-1 inhibitor,STEP block,DNMT1 inh
Cc1[nH]c2ccccc2c1C(=O)COC(=O)c1c(-c2c(F)cccc2Cl)noc1C,-1.0,i,i,2.3,-0.4,4.3,-0.3,-11.2,-7.3,-20.9
CCC(C(=O)NCc1ccco1)N(C(=O)CNS(=O)(=O)c1ccccc1)c1ccc(F)cc1 (stereo not drawn),-4.0,i,i,2.9,4.2,-2.4,-2.4,-7.1,-2.3,4.8
CC(C)C(NC(=O)c1ccc(F)cc1)C(=O)N1CCOCC1 (stereo not drawn),-3.3,i,i,-0.5,0.2,0.1,4.0,-3.9,-1.8,3.0
CCCNC(=O)C1(C)CCN(C(=O)c2ccc(F)cc2Cl)C1 (stereo not drawn),1.1,i,i,-2.9,3.3,-0.7,-0.2,x,-2.8,3.6
Cc1cc(C)n(-c2c(F)c(F)c(CO)c(F)c2F)n1,-2.0,i,i,-0.7,0.7,-1.0,-2.2,-7.2,-1.5,3.7
CC12CCC(C/C1=N/NC(=O)COc1ccccc1Cl)C2(C)C (stereo not drawn),-1.4,i,i,3.0,0.9,1.0,-4.7,-0.7,-2.3,0.4
COc1ccc2nc(NC(=O)CCNC(=O)c3ccccc3Cl)sc2c1,-5.5,i,i,0.2,-0.1,1.7,2.2,-6.5,-0.7,0.8
COc1cccc(CNS(=O)(=O)c2cc(Br)cc3c2N(C(C)=O)C(C)C3)c1 (stereo not drawn),5.4,i,i,-0.9,-0.2,-1.7,-0.2,-4.0,1.7,-1.6
C[C@@H]1NC(=O)c2cc([N+](=O)[O-])cc(I)c2NCC[C@@H](C(N)=O)NC(=O)[C@H](CC(N)=O)NC1=O,-4.4,i,i,-0.9,-1.1,-2.1,-21.3,6.4,-2.1,8.4

# In another format: entries from further up
structure: C#CCOCCOCCOCCNc1nc(N2CCN(C(=O)C([C@@H](C)O)n3cc([C@@H](N)CCCCN)nn3)CC2)nc(N2CCN(C(=O)[C@H](CCCN=C(N)N)n3cc(C(N)[C@@H](C)CC)nn3)CC2)n1 (stereo partly drawn)
  NadD block = -1.9
  Neddylation inh = i
  Rpn11 block = i
  CSN deneddyl inh = 16.2
  Rin1-Abl PPI inh = -3.4
  LMPTP inh = -8.0
  SUMO1-SIM PPI = -126.3
  Scp-1 inhibitor = -8.2
  STEP block = -2.3
  DNMT1 inh = -93.6
structure: COc1ccccc1NCCC(=O)OCC(=O)NC1CC1
  NadD block = -1.0
  Neddylation inh = i
  Rpn11 block = i
  CSN deneddyl inh = -0.8
  Rin1-Abl PPI inh = 5.9
  LMPTP inh = -0.6
  SUMO1-SIM PPI = 1.5
  Scp-1 inhibitor = -1.8
  STEP block = 1.5
  DNMT1 inh = -3.0
